# Screens: PubChem, Vanderbilt High Throughput Screening Facility
# rmGlu8 calcium flux = rat mGlu8 modulation via Gqi9 calcium signal, confirmation, counter-screen for GIRK activator project, cell-based, HEK293 rmGlu8, Gqi9 chimera; HEK293 rmGlu8/Gqi9 calcium flux, Fluo-4 fluorescence; glutamate at EC20 added after compound; calls only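 (single compound addition from 20 µM solution with 0.2% DMSO)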; actives 4% (n = 2,100);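 active = calcium fluorescence trace judged by eye to show a response, as agonist, enhancer of the glutamate response, or inhibitor; inactive = trace judged by eye to show no response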
#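 system = HEK-293 cells stably expressing rat mGlu8, plus transient chimeric Gqi9 | measured by = Fluo-4 calcium fluorescence, 1 Hz | timing = compound pre-exposure 4 min, post-glutamate read 2 min | measure = F/F0 fluorescence traces judged visually for each well | medium = HEPES-buffered HBSS at pH 7.4 | doses = single compound addition from 20 µM solution, 0.2% DMSO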
# Calls only; i = inactive; + = active, no number. This is a subset (hit frequency here may not be typical).
SMILES,rmGlu8 calcium flux
O=C(COc1ccc(Cl)cc1Cl)NNC(=S)Nc1ccc(F)cc1,i
COc1ccc(C(=O)NC(=S)NNC(=O)CCc2ccccc2)cc1,+
S=C(Nc1ccccc1Oc1ccccc1)Nc1cccc(Cl)c1Cl,i
CCOC(=O)Cc1csc(NC(=O)Nc2ccccc2)n1,i
CCc1nnc(NC(=O)CSc2nnc(-c3c[nH]c4ccccc34)n2CC)s1,i
O=C(NNC(=O)c1sccc1-n1cccc1)c1ccc(Cl)cc1,i
COc1cccc2sc(Nc3nc(-c4ccccn4)cs3)nc12,i
CCOC(=O)c1c(C)c(C(=O)N2CCc3ccccc3C2)c(C)n1CC,i
COc1ccc(CO/N=C/c2c(C)[nH]c(=O)[nH]c2=O)cc1,i
CCOC(=O)c1c2n(c3c(NCc4ccccc4)ncnc13)CCCC2,i
N#CC(c1cccc(Cl)c1)c1ccc2c(C(F)(F)F)cc(C(F)(F)F)nc2n1 (stereo not given),i
CCN1CCN(C(=O)c2ccc3c(=O)n(C4CCCC4)c(=S)[nH]c3c2)CC1,i
Cc1ccccc1N=Nc1c(C)[nH]n(C(N)=S)c1=O,i
S=C(N/N=C/c1ccc(Cl)cc1)N1CCOCC1,i
COc1ccc(C(=O)NC(=S)NC(C)C)cc1Br,i
Cc1ccc(S(=O)(=O)N2CCN(C)CC2)cc1-c1nnc2c3ccccc3c(C)nn12,i
Cc1ccc(C(=O)Nc2cnc3ccccn3c2=O)cc1,i
O=C(CSc1nc2ccccc2[nH]1)NC1CCCc2ccccc21 (stereo not given),i
CC(c1ccc(F)cc1)n1c(-c2ccc3ccccc3n2)n[nH]c1=S (stereo not given),i
COc1ccccc1OCC(O)Cn1c(=N)n(Cc2ccccc2)c2ccccc21 (stereo not given),i

# Overlap with the part before: 14 entries; new compounds follow.
SMILES,rmGlu8 calcium flux
COc1cccc2sc(Nc3nc(-c4ccccn4)cs3)nc12,i
CCOC(=O)c1c(C)c(C(=O)N2CCc3ccccc3C2)c(C)n1CC,i
COc1ccc(CO/N=C/c2c(C)[nH]c(=O)[nH]c2=O)cc1,i
CCOC(=O)c1c2n(c3c(NCc4ccccc4)ncnc13)CCCC2,i
N#CC(c1cccc(Cl)c1)c1ccc2c(C(F)(F)F)cc(C(F)(F)F)nc2n1 (stereo not given),i
CCN1CCN(C(=O)c2ccc3c(=O)n(C4CCCC4)c(=S)[nH]c3c2)CC1,i
Cc1ccccc1N=Nc1c(C)[nH]n(C(N)=S)c1=O,i
S=C(N/N=C/c1ccc(Cl)cc1)N1CCOCC1,i
COc1ccc(C(=O)NC(=S)NC(C)C)cc1Br,i
Cc1ccc(S(=O)(=O)N2CCN(C)CC2)cc1-c1nnc2c3ccccc3c(C)nn12,i
Cc1ccc(C(=O)Nc2cnc3ccccn3c2=O)cc1,i
O=C(CSc1nc2ccccc2[nH]1)NC1CCCc2ccccc21 (stereo not given),i
CC(c1ccc(F)cc1)n1c(-c2ccc3ccccc3n2)n[nH]c1=S (stereo not given),i
COc1ccccc1OCC(O)Cn1c(=N)n(Cc2ccccc2)c2ccccc21 (stereo not given),i
O=C(NC(=S)N1CCN(c2ccc(Cl)cc2[N+](=O)[O-])CC1)c1ccco1,i
COc1ccc(/C=N/NC(=O)c2nc(-c3ccccc3)cc(-c3ccccc3)n2)cc1,i
Fc1cccc2sc(Nc3nc4cc5c(cc4s3)OCO5)nc12,i
COCCCNCCCOc1ccc(Cl)cc1Br,i
Cc1ccc(-c2cc(-c3n[nH]c(=S)o3)c3ccccc3n2)cc1,i
O=C(Nc1ccccc1C(=O)O)c1ccc(NC(=O)c2ccc(Br)o2)cc1,i
CCc1ccc(CNCCNCC(C)O)cc1 (stereo not given),i
COc1ccc(CCC(=O)NCc2cnn(C)c2)cc1,i
Cc1ccc(S(=O)(=O)CC(=O)Nc2ccc(S(=O)(=O)Nc3onc(C)c3C)cc2)cc1,i
FC(F)(F)c1cccc(NC(=S)NC2CCCC2)c1,+
CC(Nc1ccc(Br)cn1)c1cc(Cl)ccc1O (stereo not given),i
CCCOc1ccc(/C=N/NC(=O)C(=O)Nc2ccccn2)cc1,i
C=CCn1c(=S)[nH]c2ccc(Br)cc2c1=O,i
COC(=O)c1ccc(NC(=S)NC(=O)c2cc(-c3ccccc3)nc3ccccc23)cc1,i
COc1ccc(Nc2nc(N)nc(CSc3nnc(C)s3)n2)cc1,i
C/C(=N\NC(=S)NCCc1ccccc1)c1ccc(C)cc1,i
COc1ccccc1N=Cc1nc(-c2ccccc2)oc1OC(C)=O,i
Cc1ccc(/C=N/n2c(-c3cccs3)n[nH]c2=S)cc1,i
COc1ccc(S(=O)(=O)NCCC(=O)NC2CCCCCCC2)cc1,i
COc1cccc(NC(=O)Cn2cc3c(n2)CCCCC3)c1,i
CCNC(=S)NNC(=O)c1cccn(Cc2ccc(Cl)cc2)c1=O,i
O=C(Nc1nnc(-c2ccc3c(c2)CCCC3)o1)c1ccccc1Cl,i
O=c1c2cc(Cl)ccc2[nH]c(=S)n1Cc1ccco1,i
O=C(Nc1ccc(F)c(F)c1)NC1CCCCC1,i
Cc1cccc(NC(=S)NC(=O)c2cc(-c3ccccc3)nc3ccccc23)c1,i
Cc1ccccc1NC(=O)C(=O)NC(C)CCc1ccccc1 (stereo not given),i
Cc1cccc(N2C(=O)CS/C2=N\NC(=O)c2ccc(Cl)cc2)c1C,+
CCc1cc(C(=O)NNC(=S)Nc2cccc(C)c2)cs1,i
CCNc1nnc(-c2ccc(C)cc2)o1,i
Clc1ccc(Cl)c(OCc2cc(-c3ccccc3Cl)on2)c1,i
Cc1ccccc1OCC(=O)Nc1ccccc1N1CCOCC1,i
CON(c1nc(Cl)nc(N(C)C)n1)S(=O)(=O)c1ccccc1Cl,i
O=C(c1ccccc1)N1CCCc2ccccc21,i
Cc1ccccc1C(=O)NNC(=S)NC(=O)c1ccc(Cl)cc1Cl,+
C=CCn1c(=S)[nH]c2sc3c(c2c1=O)CCC3,i
CCOc1cccc(C(=O)NC(=S)Nc2ccccc2)c1,i
O=C(N1CCCCC1)N1CCN(C(=O)N(c2ccccc2)c2ccccc2)CC1,i
COc1cc(NC(=O)Cn2nnc(-c3ccccc3N)n2)cc(OC)c1,i
O=C(N/N=C/c1ccc2cccc(OCc3ccccc3)c2n1)c1ccc(Br)cc1,i
O=C(COc1ccccc1F)NC1CCN(Cc2ccccc2)CC1,i
O=C(NC(=S)N1CCCCC1)C12CC3CC(CC(C3)C1)C2,i
O=C(CC(O)(C(F)(F)F)C(F)(F)F)Nc1ccc(Cl)c(Cl)c1,+
CN1CCN(c2ccccc2NS(=O)(=O)c2ccc3c(c2)CCN3C(=O)C2CCC2)CC1,i
Cc1ccc(C(=O)CC(=O)c2cc(Cl)ccc2O)cc1,i
c1ccc(Cc2nnc(-c3ccccc3)o2)cc1,+
CCn1c(CCNC(=O)c2cccs2)nnc1SCC(=O)Nc1ccc(Cl)cc1,i
COc1ccccc1CNC(=O)c1c(N)n(CCCN2CCOCC2)c2nc3ccccc3nc12,i
CCCCCCCCCn1c2c(c(=N)c3c1CCC3)CCC2,i
CC(C)CNC(=S)Nc1ccc(Oc2ccccc2)cc1,+
O=C(COc1ccc(Br)cc1Cl)NC(=S)N1CCc2ccccc21,i
COc1cc(/C=C(/C#N)c2ccc(F)cc2)ccc1OCc1ccc(C(=O)O)o1,i
O=C(Oc1ccccc1C(=S)N1CCCCC1)c1cc([N+](=O)[O-])cc([N+](=O)[O-])c1,i
O=C(CSc1nc2ccccc2c(=O)n1CC1CCCO1)N1CCN(c2ccccc2)CC1 (stereo not given),i
CCCCCCCCc1nc(=S)[nH][nH]1,i
Cc1ccc(NC(=O)CSC(N)=O)cc1Cl,i
COC(=O)C(C)N(C(=O)c1cccc(Cl)c1)c1c(C)cccc1C (stereo not given),i
Cc1cc(C)nc(N(C#N)Cc2ccc(Br)cc2)n1,i
Cc1cc([N+](=O)[O-])ccc1NC(=S)NC(=O)Cc1ccccc1,i
COc1cccc(NC(=O)Nc2cccs2)c1,i
CC(C)(C)NC(=O)C(c1ccncc1)N(C(=O)c1csnn1)c1ccccc1 (stereo not given),+
# (more compounds)
SMILES,rmGlu8 calcium flux
Cc1csc(SCC(=O)Nc2nc3ccccc3s2)n1,i
Cc1ccc(Cn2c(SCC(=O)N3CC(=O)Nc4ccccc43)nc3ccccc3c2=O)cc1,i
CCN(C#N)c1nc(NC(C)C)nc(NC(C)C)n1,i
CC(C)(C)C(=O)Nc1nc2c(s1)COc1ccccc1-2,i
CC1(C)CC(c2nc(-c3ccc(Br)cc3)cs2)CCS1 (stereo not given),i
S=C(Nc1cccc(Cl)c1)Nc1ccccc1Oc1ccccc1,i
O=C(Cc1csc(Nc2nc(=S)[nH]c3ccccc23)n1)NCc1cccc(Cl)c1,i
Fc1ccc(NC(=S)NN=C2CCCCCC2)cc1,i
CCC(=O)Oc1ccc(C/C(=N\O)c2ccc(O)cc2O)o1,i
Cc1nc2ccccn2c1-c1csc(NCc2ccco2)n1,i
O=C(COC(=O)CCC1CCCC1)Nc1nc2c(F)c(F)c(F)cc2s1,i
CCN(CC)CCN1C(=O)c2oc3ccccc3c(=O)c2C1c1ccc(F)cc1 (stereo not given),i
CC(C)c1nc(N2CCN(C(=O)c3ccccc3)CC2)c(C#N)c2c1COC(C)(C)C2,i
CC1CC2=C(CC1/C=N/NC(N)=S)C(C)(C)CCC2 (stereo not given),i
O=C(COc1ccccc1Cl)NC(=S)N1CCc2ccccc21,i
CCCN(CCC)C(=O)CSc1nc2ccccc2c(=O)n1C1CCCC1,i
CCOC(=O)c1c(-c2ccccc2)csc1NC(=S)NC,i
COc1ccc(C(=O)CC(=O)C(=O)NCCc2cccc(C)c2)cc1,i
Cn1c(NC(=O)Cc2ccc(F)cc2)cc(=O)n(C)c1=O,i
COc1ccc2c(-c3ccccc3)cc(SCC(=O)N(C)C3CCS(=O)(=O)C3)nc2c1 (stereo not given),i
CCOC(=O)c1c(NC(=S)Nc2ccccc2)sc2c1CCCCC2,i
O=C(Nc1ccc(CN2CCOCC2)cc1)c1cc2ccccn2n1,i
Cc1cc(N2C(=O)C(O)=C(C(=O)c3ccc(C)o3)C2c2cccs2)no1 (stereo not given),i
C=C(C)CNC(=S)N/N=C(\C)c1ccc(Cl)s1,i
CCCCn1c(CN(Cc2ccccc2)Cc2ccccc2)nc2c1c(=O)n(C)c(=O)n2C,i
Cc1ccc(NC(=S)c2nc3ccccc3[nH]2)c(C)c1,i
S=c1nc[nH]c2c1sc1nc(-c3ccccc3)c3c(c12)CCCC3,i
Cc1occc1C(=O)Nc1cccc(C(F)(F)F)c1,i
CN(C)CCCNC(=O)c1ccc(-c2nc(-c3ccc(Cl)cc3)cs2)cc1,i
COC(=O)C1=NN(C(=O)c2ccc(Cl)cc2)C(O)(c2ccccc2)C1 (stereo not given),i
CCOC(=O)N1CCN(c2c(F)cc3[nH]c(=S)[nH]c3c2Br)CC1,i
COC(=O)c1sccc1NC(=O)CSc1ccccc1NS(=O)(=O)c1ccc(Cl)cc1,i
Cc1cccc(NC(=S)NC(=O)c2ccco2)n1,i
Cc1cccc(NC(=S)N2CCC(C(=O)c3ccc(F)cc3)CC2)c1C,i
CCc1cccc(CC)c1-n1c(SCC(=O)N2CCc3ccccc3C2)nnc1-c1cccnc1,i
CCc1cc2cc(C)ccc2nc1SCC(=O)N1CCN(C(=O)c2ccco2)CC1,i
O=c1c2ccccc2nc(-c2cccc(Cl)c2)n1O,i
CCC1(C)Cc2c(sc3c2c(=O)n(C)c2nnc(SCc4ccc5c(c4)OCO5)n32)CO1 (stereo not given),i
NC(=O)c1ccc(Cc2ncc(C(F)(F)F)cc2Cl)s1,i
O=C(CSc1nnnn1-c1cccc2c1CCCC2)NC1CCCC1,i
Cc1ccc(NC(=O)C(c2ccccc2)C2CCCC2)cc1 (stereo not given),i
CC(C)CC(=O)NC(=S)Nc1nc(-c2cccc3ccccc23)cs1,i
O=C(c1cc2nc(-c3ccccc3)cc(-c3ccccc3)n2n1)N1CCN(C(=O)c2ccco2)CC1,i
C/C(=N\NC(=S)NCCc1ccccc1)c1cccs1,i
CC1CCCN(C(C(=O)Nc2ccc3c(c2)OCO3)c2ccccc2)C1 (stereo not given),i
COc1ccc(OCC(=O)NNC(=O)C(=O)Nc2ccc(C)cc2)cc1,i
O=C(c1cccc(F)c1)N1CCN(Cc2ccco2)CC1,i
Cc1ccc(OCC(=O)NC(=S)Nc2cccc(C)n2)cc1,i
O=C(NC(=S)Nc1ccc(N2CCCCC2)cc1)c1ccco1,i
COC(=O)c1c(NS(=O)(=O)c2cccs2)sc2c1CCCC2,i
CCn1c(=NC(=O)CSC(C)=O)sc2ccccc21,i
CC(C)c1nc(=S)n(-c2ccccc2)[nH]1,i
O=C(NNc1ncc(C(F)(F)F)cc1Cl)c1c(Cl)cccc1Cl,i
CCN(CC)CC(O)COCCC12CC3CC(CC(C3)C1)C2 (stereo not given),i
CCCCN(C)C1=Nc2cccc3cccc1c23,i
CC(=O)c1ccc(OC(=O)N(c2ccccc2)c2ccccc2)cc1,i
O=C(CN1CCN(Cc2ccccc2)CC1)Nc1cccc(C(F)(F)F)c1,i
Cc1onc(-c2ccccc2)c1C(=O)NNC(=S)NC(=O)c1ccc(Br)cc1,+
S=C1Nc2cc(Cl)ccc2Sc2ccccc21,i
CCCCn1c(SCC(=O)NCc2ccco2)nc2ccccc2c1=O,i
# Next part.
SMILES,rmGlu8 calcium flux
Cc1ccc(N=C2CCCN2Cc2ccccc2)c(C#N)c1,i
Cc1ccc(NC(=O)c2cc(NC(=O)CCC(=O)O)ccc2N2CCCCC2)cc1,i
CCOC(=O)C1=C(C)OC(N)=C(C#N)C1c1cncc(-c2ccc(F)cc2)c1 (stereo not given),i
Cc1ccc(C(=O)NNC(=S)NC(=O)COc2ccccc2)cc1,+

# Some of the entries so far, with tabs:
SMILES	rmGlu8 calcium flux
CCCCCCCCc1nc(=S)[nH][nH]1	i
COc1ccc2c(-c3ccccc3)cc(SCC(=O)N(C)C3CCS(=O)(=O)C3)nc2c1 (stereo not given)	i
